Screening results: PubChem BioAssay, several laboratories
Smad3 inh = Smad3/FoxH1 peptide binding inhibitors, primary screen, biochemical, TR-FRET | TR-FRET Smad3/Dy647-FoxH1 peptide binding, europium anti-His | Mothers against decapentaplegic homolog 3 (Homo sapiens), P84022 | inhibition, % at 25 µM | actives 0.29% (n = 88,000);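 active means compounds that reduce the energy-transfer binding signal between the protein and its labelled peptide by more than half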;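 further: 0% = Smad3 plus labelled peptide maximal FRET and 100% = peptide-only background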
Target sequence (P84022 whole entry, looked up): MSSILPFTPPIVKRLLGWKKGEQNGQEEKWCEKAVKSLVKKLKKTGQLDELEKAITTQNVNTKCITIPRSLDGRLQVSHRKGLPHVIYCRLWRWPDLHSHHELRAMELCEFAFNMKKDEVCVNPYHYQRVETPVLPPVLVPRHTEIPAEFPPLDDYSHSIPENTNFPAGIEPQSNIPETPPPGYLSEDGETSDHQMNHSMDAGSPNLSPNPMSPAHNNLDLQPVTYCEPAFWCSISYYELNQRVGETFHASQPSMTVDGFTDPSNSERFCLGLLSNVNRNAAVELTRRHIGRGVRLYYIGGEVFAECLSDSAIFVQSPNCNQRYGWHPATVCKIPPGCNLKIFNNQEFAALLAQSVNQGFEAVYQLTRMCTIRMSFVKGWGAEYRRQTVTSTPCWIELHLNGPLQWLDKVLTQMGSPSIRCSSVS
hDAT+cocaine = changed hDAT dopamine uptake under cocaine IC80, either direction, primary screen, cocaine antagonist project, cell-based, LLC-PK1 hDAT, [14C]-dopamine uptake, MLSMR | LLC-PK1 hDAT cells, [14C]-dopamine uptake with cocaine IC80; actives deviate in either direction | B-score at 10 µM | Sodium-dependent dopamine transporter (Homo sapiens), Q01959 | actives 1.3% (n = 110,000);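 active means Z score or B-score, a plate-position-corrected score, falls beyond the plate's 99.7% confidence bounds, in either direction; inactive means both scores lie inside the 99.7% bounds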;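 further: scored against the spread of the other compound wells on the same plate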
Target sequence (Q01959 whole entry, looked up): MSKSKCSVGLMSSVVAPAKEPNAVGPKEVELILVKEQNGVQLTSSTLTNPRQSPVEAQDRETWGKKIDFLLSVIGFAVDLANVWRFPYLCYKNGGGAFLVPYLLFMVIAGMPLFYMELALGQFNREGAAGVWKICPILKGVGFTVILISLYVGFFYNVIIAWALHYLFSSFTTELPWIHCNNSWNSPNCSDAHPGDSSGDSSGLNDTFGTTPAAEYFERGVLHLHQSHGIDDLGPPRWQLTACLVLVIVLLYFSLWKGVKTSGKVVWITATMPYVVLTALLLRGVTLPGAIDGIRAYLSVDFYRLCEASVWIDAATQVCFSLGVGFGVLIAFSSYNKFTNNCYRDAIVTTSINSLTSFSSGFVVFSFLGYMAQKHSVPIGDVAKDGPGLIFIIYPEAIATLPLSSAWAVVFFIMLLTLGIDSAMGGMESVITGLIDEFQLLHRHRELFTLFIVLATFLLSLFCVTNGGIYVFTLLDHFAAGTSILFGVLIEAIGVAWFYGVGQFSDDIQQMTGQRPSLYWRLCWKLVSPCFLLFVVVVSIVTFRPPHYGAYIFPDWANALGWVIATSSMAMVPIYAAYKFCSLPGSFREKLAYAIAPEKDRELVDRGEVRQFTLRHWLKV
MT1-MMP txn act = MT1-MMP promoter reporter activation – cell-based, luciferase luminescence, primary screen. HT1080 MT1-MMP promoter luciferase reporter, overnight; active compounds read high. activation factor at 10 µM. actives 0.16% (n = 86,000);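 active means activation factor of at least 2 for MT1-MMP transcription at 10 µM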
F-actin modifier = modifiers of F-actin cytoskeleton organization, primary screen, imaging, HUVEC, phalloidin staining, high-content imaging; inhibition, % at 2 µM; HUVEC TNFa F-actin phalloidin imaging; actives 0.18% (n = 91,000);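 active means inhibition above the batch mean plus 3 SD and confirmed as a hit by visual image inspection, cut at about 30% in these data, passing the limit was not always enough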; further: strong numbers were not always called active
VCAM1 TNFa inh = inhibitors of TNFa-induced VCAM1 expression, primary screen, imaging, HUVEC, TNFa stimulus, immunofluorescence | HUVEC TNFa-induced VCAM-1 immunofluorescence, high-content imaging | inhibition, % at 2 µM | actives 0.48% (n = 95,000) | AID 802, 2007;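 active means inhibition above the batch mean plus 3 SD, with images confirmed as a hit by eye, cut at about 37% in these data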;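 further: 0% = TNF-stimulated DMSO wells and 100% = unstimulated control wells; not every result past the cut was called active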
PTPN22 inh 2 = PTPN22 phosphatase inhibitors, primary screen, biochemical, DiFMUP fluorescence, 2 µM | Tyrosine-protein phosphatase non-receptor type 22 (Homo sapiens), Q9Y2R2 | recombinant LYP catalytic domain | inhibition, % at 2 µM | actives 0.21% (n = 96,000);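 active means inhibition at 2 µM at or above a set limit, the screen mean plus 3 SD, cut at about 24% in these data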;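 further: 0% = DMSO with enzyme and 100% = enzyme fully blocked by orthovanadate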
IL1B cytotox = cytotoxicity in IL-1B stimulated HUVEC, primary screen, cytotoxicity control for IL-1B NFkB translocation project, imaging, Hoechst nuclear count, IL-1B stimulus. HUVEC cell count loss. cell count reduction, % at 2 µM. actives 0.41% (n = 94,000). AID 845, 2007;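 active means cell count reduction more than 3 SD above the screen-wide mean, cut at about 70% in these data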;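 further: normalized per plate to untreated control cells as the no-loss baseline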
Candida biofilm = clotrimazole potentiators killing Candida biofilms, primary screen, with clotrimazole, Alamar Blue; C. albicans biofilm + clotrimazole; inhibition, % at 6 µM; actives 0.14% (n = 85,000);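 active means inhibition above 20%; inactive means inhibition below 20%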;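 further: preformed 24 hr biofilms exposed to compound for 48 hr; 0% = biofilm without compound and 100% = blank killed by clotrimazole plus chlorhexidine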
HUVEC tox TNFa = cytotoxicity in TNFa-stimulated HUVEC, primary screen, cytotoxicity control for VCAM1 expression modulator project, imaging, Hoechst nuclei count | HUVEC TNFalpha-stimulated, Hoechst cell count | cell count reduction, % at 2 µM | actives 0.17% (n = 93,000) | AID 848, 2007;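 active means cell count reduction exceeding the screen mean by over 5 SD, scaled to untreated wells per plate, cut at about 78% in these data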;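 further: cells counted after 24 h of TNF alpha exposure following the 1 h pretreatment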
* = called active by the depositor; nt = not tested or not shown; & = joins results of further samples; [ ] = dose if it differs, or a comment. The list is partial. The share of hits here may be higher or lower than overall.

SMILES | Smad3 inh | hDAT+cocaine | MT1-MMP txn act | F-actin modifier | VCAM1 TNFa inh | PTPN22 inh 2 | IL1B cytotox | Candida biofilm | HUVEC tox TNFa
Cc1nnc(NC(=O)c2cc3n(n2)C(C(F)(F)F)CC(C2CC2)N3)s1 (stereo unspecified) | 4.3 | -0.283 | 1 | 8.2 | -10.9 | 2.1 | 8.7 | -0.8 | 9.8
C#CCN1C(=O)C(O)(CC(=O)c2ccc3c(c2)OCCO3)c2ccccc21 (stereo unspecified) | -7.8 | 0.808 | 1 | -3.6 | 11.1 | -3.2 | -0.8 | -6.3 | -22.4
CCOC(=O)Cc1nnc(NC(=O)COc2ccc(F)cc2)s1 | nt | -0.277 | nt | 10.5 | 0.8 | -8.4 | -2.1 | nt | -9.3
Clc1ccc(-c2n[nH]c3c2CCC3)c(Cl)c1 | -23.2 | 0.291 | 1.1 | -15.8 | 12.4 | -1.5 | nt | 3.4 | -3.6
CCc1c(C(=O)NCCc2ccc(OC)c(OC)c2)[nH]c(C)c1C(C)=O | 8.7 | 0.0149 | 1.1 | 8.4 | 17.4 | 3.7 | 2.3 | 3.2 | 4.7
O=C(CN(Cc1ccco1)S(=O)(=O)c1cccs1)Nc1ccccc1C(F)(F)F | 1.7 | -1.01 | 1.1 | -45.0 | 1.3 | 6.4 | 12.4 | 5.2 | -18.7
CCCCC(=O)C1=C(N2CCCC2)CC(C)(C)CC1=O | 4.5 | -1.12 | 1.3 | -3.4 | 1.4 | -3.5 | -30.6 | 4.8 | -13.4
CCOC(=O)C1(S(=O)(=O)c2ccc(Cl)cc2)CCN(Cc2ccc(Cl)cc2)CC1 | nt | 0.821 | nt | nt | 0.8 | 1.3 | -1.8 | nt | 0.7
Cc1ccccc1N(CC(=O)O)S(C)(=O)=O | 6.3 | 0.0228 | 1.2 | -5.0 | 5.0 | 6.9 | 34.0 | 7.1 | -13.2
C=CCNC(=O)c1sc(SC)cc1-c1ccc(Cl)cc1 | nt | 0.249 | nt | 7.4 | -5.9 | 0.9 | -37.0 | nt | -0.8
Cc1c(C(=O)Nc2ccc(F)cc2)oc2ccc(S(=O)(=O)N3CCC4(CC3)OCCO4)cc12 | -1.0 | -0.237&-0.018 | 1.1 | 27.0 | 4.5 | -0.4 | 8.1 | 0.2 | -47.3
O=C1/C(=C\c2ccc(-c3ccccc3Cl)o2)SC(=S)N1CC1CCCO1 (stereo unspecified) | nt | -0.0699 | nt | -11.3 | 9.2 | -5.6 | -14.4 | nt | 1.3
Cn1c(SCC(=O)c2cccs2)nnc1-c1ccco1 | 11.1 | -0.27 | 1.5 | -8.7 | 2.6 | 4.2 | 14.1 | -2.0 | 7.8
O=C(C1CCC1)N(CCc1ccccc1)Cc1nc2ccccc2c(=O)[nH]1 | 6.6 | -0.00185 | 1 | 29.9 | 3.6 | 3.7 | -10.3 | 6.5 | -13.0
CC(C)CCn1c(NCCN(C)C)nc2c1c(=O)[nH]c(=O)n2C | 3.4 | -0.704 | 1.1 | -13.2 | -5.2 | 1.1 | 2.4 | 2.3 | 8.4
CS(=O)(=O)N(CCC(=O)O)Cc1ccccc1 | -1.7 | -1.47 | 1 | -8.7 | -32.4 | -6.6 | -18.7 | -6.8 | 12.5
CCOC(=O)c1c(/N=C/N(C)C)sc(C(=O)OC)c1C | 2.1 | 1.42 | 1.2 | -11.6 | -45.5 | -2.1 | -23.1 | 4.5 | -61.3
O=C(c1cccc(C(F)(F)F)c1)N1CCOC12CCN(c1ncc(C(F)(F)F)cc1Cl)CC2 | -10.3 | -0.496 | nt | 10.9 | 9.5 | -6.0 | -14.7 | -4.9 | -10.7
CCOC(=O)c1c(C)[nH]c(C(=O)COC(=O)CSC)c1C | 9.6 | 0.853 | 1.1 | 8.4 | -10.9 | -2.9 | 17.3 | 1.5 | -21.5
Fc1ccc(-c2cc3nc(-c4ccccc4)cc(N4CCN(CCN5CCOCC5)CC4)n3n2)cc1 | -0.5 | -0.00504 | 1.1 | -44.3 | -6.3 | 4.7 | 16.3 | 7.2 | 3.6
Cc1ccccc1OCC(=O)NNC(=O)c1ccc(-c2ccccc2)cc1 | nt | -0.832 | nt | -4.6 | 6.2 | 9.9 | 13.6 | nt | -10.9
CCn1c(SCC(=O)Nc2ccccc2C(=O)OC)nnc1-c1cccc(C)c1 | 14.2 | 3.48 | 1.1 | -0.7 | -3.4 | 1.2 | nt | 5.3 | 6.9
Cc1c(CCOC(=O)C23CC4CC(CC(C)(C4)C2)C3)sc[n+]1Cc1ccccc1 | nt | -1.31 | nt | -22.4 | 10.9 | 1.1 | 5.9 | nt | 1.9
COc1cccc(C2/C(=C(\O)c3ccc4c(c3)OCO4)C(=O)C(=O)N2CCN(C)C)c1OC (stereo unspecified) | 4.5 | -0.577 | 1.1 | 4.4 | 2.0 | -7.5 | -31.4 | 1.6 | -25.5
Cc1ccc(C)c(NC(=S)NNC(=O)c2csc3c2CCCC3)c1 | nt | 0.704 | nt | 9.0 | -14.6 | 8.6 | -10.0 | nt | -23.0

The results go on:
SMILES | Smad3 inh | hDAT+cocaine | MT1-MMP txn act | F-actin modifier | VCAM1 TNFa inh | PTPN22 inh 2 | IL1B cytotox | Candida biofilm | HUVEC tox TNFa
Cc1ccc(C)c(NC(=O)CCC(=O)N/N=C/c2ccc[nH]2)c1 | nt | 0.305 | nt | 9.2 | 15.0 | 11.7 | -9.7 | nt | -7.3
CC(C)c1ccc(OCC(=O)NCc2ccco2)cc1 | -0.9 | 0.00452 | 1.1 | -4.2 | 1.6 | 3.0 | 22.0 | 9.7 | -10.6
CCn1c(SCc2ccc(F)cc2)nnc1C1CCN(S(=O)(=O)c2ccc(OC)cc2)CC1 | nt | 0.758 | nt | -26.4 | 4.8 | 12.0 | -4.1 | nt | 6.3
C#CCSc1nnc(-c2ccc(OC)cc2)o1 | 8.0 | 0.548 | nt | -11.4 | -15.5 | 2.9 | -17.9 | 4.4 | 7.3
Cc1cc(C)c2cc(CN(CCN3CCCC3)C(=O)Nc3ccc(F)cc3)c(=O)[nH]c2c1 | 2.1 | 0.56 | 1.3 | -8.8 | -13.5 | -5.2 | -25.0 | -0.2 | 2.8
CCOc1ccc(CCNC(=O)C2CCN(c3nn4c(=O)cc(C)nc4s3)CC2)cc1OCC | 13.4 | 0.111 | 1.2 | nt | nt | nt | nt | 5.3 | nt
CCS(=O)(=O)N1CCN(c2ccc([N+](=O)[O-])c(NCc3ccccc3)c2)CC1 | nt | -1.46 | nt | -16.2 | 20.1 | -1.2 | -0.3 | nt | -16.4
Cn1c(=O)[nH]c(=O)c2c1nc(OC(=O)c1ccccc1)n2CC(O)COc1ccccc1 (stereo unspecified) | 0.8 | -0.547 | 1.1 | -42.6 | 17.7 | -7.4 | 10.1 | 2.7 | -13.1
CC(Sc1ccc(Cl)cc1)C(=O)NCc1cccnc1 (stereo unspecified) | 5.1 | -0.00981 | 1.1 | 4.4 | -4.4 | -38.5 | -9.5 | 1.7 | -18.4
Cc1oc(-c2ccccc2)cc1C(N)=O | -1.1 | -0.995 | 1 | nt | nt | -7.5 | 3.5 | 9.9 | nt
COC(=O)c1ccccc1NC(=S)NC(NC(=O)c1ccccc1[N+](=O)[O-])C(Cl)(Cl)Cl (stereo unspecified) | nt | -1.64 | nt | -9.9 | -14.8 | -11.8 | -82.0 | nt | -26.6
CC(C)Cc1ccc(S(=O)(=O)N2CCOCC2)cc1 | 7.3 | -0.0627 | 1.2 | nt | 1.6 | -1.5 | -2.6 | 3.3 | -43.0
Cc1ccc(C(C(=O)NC(C)(C)C)N(Cc2ccco2)C(=O)Cn2nnc(-c3cccs3)n2)cc1 (stereo unspecified) | 18.1 | -1.44 | 1.1 | -8.8 | -0.6 | 11.3 | 6.2 | 8.8 | -11.4
COc1ccc(N2C(=O)/C(=C/c3ccc([N+](=O)[O-])cc3)C=C2c2ccccc2)cc1 | 6.2 | 0.233 | 1 | -0.6 | -3.1 | 13.2 | -34.9 | 9.0 | -15.5
COc1ccc(OC)c(-n2c(O)cnc2Nc2nc(C)cc(C)n2)c1 | -11.5 | 0.77 | 1.1 | 44.6 | 8.5 | -7.2 | -18.1 | 5.0 | -20.6
CCCCC1=NN(C(=O)c2cocc2C)C(O)(C(F)(F)F)C1 (stereo unspecified) | 8.9[fluorescence artefact?] | -0.32 | 1 | 13.7 | 3.1 | 4.4 | 4.8 | 2.8 | -21.0
COc1ccc(S(=O)(=O)N2CCCC2C(=O)Nc2ccc(O)cc2)cc1 (stereo unspecified) | -3.8 | -1.31 | 1 | nt | nt | nt | nt | 6.6 | nt
Cc1nc2c(n1C1CCCCC1)C(=O)c1ccccc1C2=O | nt | nt | nt | 1.8 | -1.8 | 10.3 | 8.5 | nt | -9.2
Cc1onc(-c2c(F)cccc2Cl)c1C(=O)Nc1nnc(C2CC2)s1 | 10.5 | -0.0126 | 1 | 6.6 | -8.9 | -6.5 | 15.8 | 4.7 | -18.8
N#CCCN1CCN(S(=O)(=O)c2ccc(S(=O)(=O)NCC3CCCO3)cc2)CC1 (stereo unspecified) | 4.0 | 1.43 | 1.1 | nt | nt | nt | nt | 10.4 | nt
COc1cc(/C=N/n2c(C)nnc2C)cc(OC)c1OC | 5.8 | -0.62 | 0.9 | -2.2 | -24.9 | -4.2 | -16.5 | 4.3 | nt
COc1ccc(CNC(=O)C(=O)NCC2CCCO2)cc1 (stereo unspecified) | 5.7 | 0.601 | 1.1 | -1.6 | 5.0 | -5.9 | 0.7 | 8.7 | -2.9
COc1ccccc1-c1cc(C(=O)Nc2ccccc2SC)no1 | -0.3 | -0.412 | 1.1 | -7.2 | -0.7 | -9.2 | 25.3 | 2.5 | -30.7
COc1cc(C(=O)NC2CC3CCCC(C2)N3C2CC2)cc(OC)c1OC (stereo unspecified) | 1.5 | -0.0185 | 1.1 | nt | nt | nt | nt | 3.7 | nt
Cc1ccc(S(=O)(=O)Nc2ccc3oc(=O)sc3c2)c(C)c1 | nt | -0.815 | 1.2 | -3.1 | -29.6 | 13.5 | 2.5 | nt | -31.1
C[C@]12CC[C@@H]3c4ccc(OS(=O)(=O)O)cc4CC[C@H]3[C@@H]1CCC2=O | -3.2 | 0.486&-0.144 | 1.1 | nt | nt | nt | nt | 3.7 | nt
Cc1cccc(C(=O)NCCN2CCCC2)c1 | 11.0 | -0.31 | 1.2 | -7.2 | 12.2 | -1.0 | -14.7 | 5.4 | -4.8
COc1ccccc1CNC(=O)C1CC(c2cccc([N+](=O)[O-])c2)=NO1 (stereo unspecified) | nt | -0.619 | nt | 13.4 | 4.0 | -4.3 | -3.6 | nt | -9.6
CC(C)N1C[C@@]23C=C[C@@H](O2)C(C(=O)OCc2ccccc2)[C@H]3C1=O (stereo partly specified) | 2.1 | -0.997 | 1.2 | 8.0 | 0.6 | -6.9 | -41.4 | -2.1 | -14.6
COC(=O)C1CCCN1S(=O)(=O)c1ccc2ccccc2c1 (stereo unspecified) | -8.7 | -1.21 | 1.1 | 12.6 | -4.5 | -12.4 | -14.4 | 8.7 | -20.9
